Screening results: PubChem, National Center for Advancing Translational Sciences (NCATS)
KDM5B inh – blocks human KDM5B histone demethylase activity; Potency, µM (top dose mostly 57.7 µM), inactives show at the top dose activity change, negative = inhibition, actives largely listed as inhibitors; hit rate 2.6% among 220,000; AID 1347165; KDM5B demethylase, FDH-coupled NADH fluorescence (FDH is formaldehyde dehydrogenase); active = well fitted inhibition curve with a large enough effect; inconclusive = small, poorly fitted or top-dose-only effect; inactive = no such curve, though single readings can be large or run the other way; also: 0% is about no effect; nearly all actives have a fitted effect of over 70% in size
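Here, H3K4me3 peptide (12.5 µM in substrate mix) is demethylated by KDM5BΔAP, 200 nM final, after 10 min compound exposure. Formaldehyde product is coupled through FDH (0.25 U/mL in mix) to NADH fluorescence; 30-min ΔRFU feeds dose-response curves.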
* hit, by the source's call; ? = inconclusive; & = joins results of further samples; [ ] = another dose, or the depositor's remark. Potency is read from the fitted curve at half-maximal effect. Only part of the results is shown, so the mix of outcomes need not match the whole.

Preview (two entries):
SMILES	KDM5B inh
CC(C)N(c1ccccc1)c1ccc(NC(=O)c2cc(=O)c3ccccc3o2)cc1	-14%
COc1ccccc1C(=O)NCC(c1cccnc1)N1CCc2ccccc2C1 (stereo unspecified)	22%

The list itself, repeating the preview:
SMILES	KDM5B inh
CC(C)N(c1ccccc1)c1ccc(NC(=O)c2cc(=O)c3ccccc3o2)cc1	-14%
COc1ccccc1C(=O)NCC(c1cccnc1)N1CCc2ccccc2C1 (stereo unspecified)	22%
COc1cc(CNC(=O)c2cnc3c(c2)N(C(=O)Cc2ccc(C(C)C)cc2)CCC3)cc(OC)c1	-8%
COCCn1c(=O)c2c(n1Cc1ccccc1)CN(C(=O)COc1ccccc1)CC2	-2%[86.2 µM]
CCN1CCN(c2ccc(NC(=O)c3cccc(S(=O)(=O)NCc4ccco4)c3)cc2)CC1	7%
Clc1ccc(-c2cnc3n2C[C@H](CNCc2ccc4c(c2)OCO4)OC3)cc1	6%[86.2 µM]
NS(=O)(=O)c1ccc(Nc2ccc([N+](=O)[O-])cc2[N+](=O)[O-])cc1	-4%
Cc1noc2c(NCCc3ccccn3)cc(-c3ccccc3)nc12	-24%[86.2 µM]
COc1ccc(OCC(=O)NC2CCCN(c3ncccn3)C2)cc1 (stereo unspecified)	2%
Cc1noc(-c2cccc(F)c2)c1C(=O)NCCSCc1ccccc1	-14%
NS(=O)(=O)c1ccc(CNS(=O)(=O)c2cccc3nonc23)cc1	3%
CCOc1ccc(CNC(=O)c2ccc(-c3nc(CSc4ccc(C)cc4)c(C)o3)cc2)cc1	-5%
COc1cccc(NC(=O)N2CCCC(O)(CNS(C)(=O)=O)CC2)c1 (stereo unspecified)	-13%
CCN(Cc1ccccc1)C(=O)c1cc2ccc(OC)cc2[nH]1	22%
O=C1/C(=C/c2ccccc2)SC(=S)N1C1CCS(=O)(=O)C1 (stereo unspecified)	6%
COc1ccc(N2C(=O)c3ccccc3S2(=O)=O)cc1	30%
Cc1ccc(-n2c(SCC(=O)O)nc3sc4c(c3c2=O)C(C)CCC4)cc1 (stereo unspecified)	20%
COc1cc2c(cc1NC(=O)COc1cc(C)ccc1C)oc1ccccc12	-15%
Cc1cccc(C(=O)N2CCN(CCNC(=O)C(=O)Nc3ccccc3)CC2)c1	8%
Cc1noc(C)c1CC(=O)N1CCCC1c1nc(C2CCOCC2)no1 (stereo unspecified)	?
Cc1ccc(NC(=O)N2CC=C(c3c[nH]c4ccccc34)CC2)cc1Cl	?
Cc1cnc(NC(=O)CCc2ncc(-c3ccc(C)c(C)c3)o2)s1	13%
CCn1ccc(C(=O)N2CCOc3ccc(CN4CCCCC4)cc3C2)n1	7%
CCN(CC)C(=O)C[C@@H]1CCNC[C@@H]1Cc1cc(-c2ccccc2)on1	-8%[86.2 µM]
Cc1cccc(CC(=O)N2C[C@@H](CN3CCCN(C)CC3)[C@@H](CO)C2)c1	-12%

Ordered by SMILES length (descending): part of the list above.
SMILES	KDM5B inh
COc1cc(CNC(=O)c2cnc3c(c2)N(C(=O)Cc2ccc(C(C)C)cc2)CCC3)cc(OC)c1	-8%
CCN1CCN(c2ccc(NC(=O)c3cccc(S(=O)(=O)NCc4ccco4)c3)cc2)CC1	7%
NS(=O)(=O)c1ccc(Nc2ccc([N+](=O)[O-])cc2[N+](=O)[O-])cc1	-4%
Clc1ccc(-c2cnc3n2C[C@H](CNCc2ccc4c(c2)OCO4)OC3)cc1	6%[86.2 µM]
COCCn1c(=O)c2c(n1Cc1ccccc1)CN(C(=O)COc1ccccc1)CC2	-2%[86.2 µM]
Cc1ccc(-n2c(SCC(=O)O)nc3sc4c(c3c2=O)C(C)CCC4)cc1 (stereo unspecified)	20%
NS(=O)(=O)c1ccc(CNS(=O)(=O)c2cccc3nonc23)cc1	3%
COc1cc2c(cc1NC(=O)COc1cc(C)ccc1C)oc1ccccc12	-15%
CCn1ccc(C(=O)N2CCOc3ccc(CN4CCCCC4)cc3C2)n1	7%
Cc1noc(C)c1CC(=O)N1CCCC1c1nc(C2CCOCC2)no1 (stereo unspecified)	?
Cc1noc(-c2cccc(F)c2)c1C(=O)NCCSCc1ccccc1	-14%
CCN(Cc1ccccc1)C(=O)c1cc2ccc(OC)cc2[nH]1	22%
COc1ccc(OCC(=O)NC2CCCN(c3ncccn3)C2)cc1 (stereo unspecified)	2%
COc1ccc(N2C(=O)c3ccccc3S2(=O)=O)cc1	30%

Additional compounds follow:
SMILES	KDM5B inh
COc1ccccc1-c1nc2cc(NC(=O)c3ccccc3Cl)ccc2o1	?
Cc1cccc(N2CCN(C(=O)C3CCCN(C(=O)c4cc5sccc5n4C)C3)CC2)c1C (stereo unspecified)	-6%
Cc1nc(C)c(C(=O)N2CCCCCCNC(=O)[C@@H]3C[C@@H](c4nc(C(C)C)no4)C[C@@H]32)s1	-8%
Cn1nc(C(=O)N2CC(C(=O)N3CCOCC3)Oc3ccccc32)c2ccccc2c1=O (stereo unspecified)	14%
O=C(NC1CCCC1)C1(CCO)CCN(c2ncccn2)C1 (stereo unspecified)	?
CC(Oc1ccc2ccccc2c1)C(=O)N(C)Cc1ccc2nsnc2c1 (stereo unspecified)	-2%
COc1ccc(-c2cnc3n[nH]c(-c4sccc4C)c3n2)cc1	-25%[86.2 µM]
O=C1NCCN2CC3(CCN(S(=O)(=O)c4ccccc4)CC3)CC12 (stereo unspecified)	?
COc1ccc(C2=NOC3(CCCN(C(=O)c4ccc(C(F)(F)F)cc4)C3)C2)cc1 (stereo unspecified)	10%[115 µM]
C=CCNC(=O)c1ccc(COc2ccc(Cl)cc2)cc1	5%
O=C(c1ccc(F)cc1)N1CC[C@H]2COC(=O)N2c2cc(F)ccc2C1	21%[86.2 µM]
COc1ccc(C)cc1NC(=O)CN(c1cc(C(F)(F)F)ccc1Cl)S(C)(=O)=O	-55%
CN(CCCNC(=O)c1cccnc1)CC(F)(F)F	-5%
C[N+](C)(C#CCc1ccccc1)C/C(Cl)=C(\Cl)c1ccccc1	20%
O=C1N=C(N2C=CC(=C3C=CNC=C3)C=C2)/C(=C/N=NC(=O)c2ccccc2)S1	-13%
Cc1ccc(C(C)NC(=O)Cc2c(C)[nH]c3ccccc23)o1 (stereo unspecified)	9%
Cc1ccc(C(=O)NC(c2nnc(SCC(=O)c3ccccc3)n2C)C(C)C)cc1 (stereo unspecified)	-10%
CC(=O)N[C@@H]1CCNC[C@@H]1c1nc(-c2ccccc2)no1	3%
Cn1nnc2c(NCc3ccc(Cl)cc3)ncnc21	-8%
CC(=O)O/N=C(\N)c1cnn2c(C(F)(F)F)cc(C(F)(F)F)nc12	14%
CC(=O)C1=C(C)OC(N)=C(C#N)C1c1cc([N+](=O)[O-])ccc1Cl (stereo unspecified)	-4%
CC(C)C[C@@H]1N[C@H](C(=O)NCCN2CCCC2)Cc2c[nH]c3cccc1c23	?
Cc1nc2ccn(Cc3ccccc3)c(=O)c2cc1C(=O)N1CCN(c2ccc(F)cc2)CC1	2%
CCOC(=O)/C(C#N)=C/c1ccc(OC)c(COCC(F)(F)C(F)F)c1	-15%
COc1cccc(-c2cc(C(=O)NCc3cc(C)on3)c3c(c2)N(C)CCO3)c1OC	28µM*
Additional entries
SMILES	KDM5B inh
O=C(Nc1cc(Cl)cc(Cl)c1)c1ccc(F)c(S(=O)(=O)N2CCc3ccccc32)c1	?
COC(=O)/C(=C\c1ccc(OC(F)(F)F)cc1)NC(=O)c1ccccc1	3%
CC(C)c1ccc(C(C)NC(=O)c2cccc(N(C)C)c2)cc1 (stereo unspecified)	-1%
CCS(=O)(=O)NCCC(c1ccccc1)c1ccccc1	27%
COCCC(=O)N[C@H]1CC[C@]2(C)CC[C@@H](C(C)C(=O)NC3CCCCC3)[C@H](O)[C@H]2[C@@H]1C (stereo partly specified)	-3%
O=S(=O)(NCC(c1ccco1)N1CCN(c2ccc(F)cc2)CC1)c1cc(F)ccc1F (stereo unspecified)	?
CCCS(=O)(=O)N1CCC(C2CCNC2)CC1 (stereo unspecified)	17%
COc1ccccc1NC(=O)Cn1nc2n(c1=O)CCCCC2	1%
O=C(Cc1ccccc1F)NCCC1CCN(C(=O)Nc2cc(F)ccc2F)CC1	8%
Cn1ncc(N2CCCC(CC(=O)NCCc3cccnc3)C2)cc1=O (stereo unspecified)	18%
Cc1ccccc1OCc1nc(-c2ccccc2OCC(=O)N2CCCC(C)C2)no1 (stereo unspecified)	-2%
Cc1nnc(N2CCN(c3ccccc3F)CC2)c2c1nnn2Cc1ccccc1Cl	-9%&-15%
COc1ccc(-c2coc3cc(OCC(=O)O)ccc3c2=O)cc1OC	-3%
O=C(C[C@@H]1CCNC[C@@H]1Cc1cc(-c2ccc(F)cc2)on1)NCc1ccccc1	-8%[86.2 µM]
CCc1ccc(NC(=O)CN2C(=O)C(c3ccc(C)cc3)=NC23CCCCC3)cc1	-22%
COc1ccc(CN2CC(c3ncc4c(-c5ccccc5)nccn34)C2)cc1O	?
COc1ccc(-c2noc([C@@H]3C[C@@H](O)CN3C3CCCCC3)n2)cc1	-15%[86.2 µM]
COc1ccc(CN2CCc3nc(C(=O)NCc4cccc(F)c4)oc3CC2)cc1	-14%[86.2 µM]
Cc1ccc(/C=N/NC(=O)CSc2ccccn2)o1	-4%
Cc1ccccc1N1Cc2c(ncnc2N2CCC(O)CC2)N(C)CC1=O	-11%
c1ccc(-c2cc(-c3ccccc3)ncn2)cc1	-7%
CS(=O)(=O)N1CCC(C2CCN(C(=O)Cc3cccs3)C2)CC1 (stereo unspecified)	5%
O=S(=O)(Nc1cc(C(F)(F)F)ccc1N1CCOCC1)c1ccccc1	-8%
COc1cccc2c1OCCCN(C(=O)c1cn(C/C=C/c3ccccc3)nn1)C2	34%[activator]
COc1ccc(N(C)C(=O)c2ccc3c(c2)N(S(C)(=O)=O)CC3)cc1	-14%
(listing goes on)
SMILES	KDM5B inh
COc1ccccc1NC(=O)c1oc2ccccc2c1NC(=O)c1ccccc1C(F)(F)F	-30%
COc1cccc(OC)c1C(=O)Nc1cccc(-c2nc3cc(Cl)ccc3o2)c1	4%
c1ccc(CN2CCNc3cnc(-c4ccc(N5CCOCC5)cc4)cc3C2)cc1	35µM*
CCCCCCCCCSCc1ccc(C(=O)O)o1	-5%
CC(=O)N1CCCc2cc(S(=O)(=O)N3CCN(c4ccccc4F)CC3)ccc21	21%
COC[C@H]1C[C@@H](NC(=O)c2c(-c3ccccc3)noc2C)[C@H](O)[C@@H]1O	-27%[86.2 µM]
Oc1ccc(Cl)cc1C=Nc1cc(C(F)(F)F)ccc1Oc1ccccc1	10%
Cc1ccc(NC(=O)CSc2ncc(-c3ccc(F)cc3)o2)c(C)c1	13%
CN1CCC(N2CC[C@H](c3nnc(-c4cccnc4)o3)C2)CC1	?
CN1CC(c2ccccc2)CC2(CCN(C(=O)CCN3CCCC3=O)CC2)C1 (stereo unspecified)	29%
Cc1ccc2c(CN3CC(C)CC(C)C3)cc(=O)oc2c1 (stereo unspecified)	-11%
CC1CCCC(C)N1/N=C/c1ccc(O)c(O)c1 (stereo unspecified)	?
CC1CCN(C(=O)Cn2ccn3nc(-c4ccc(F)cc4)c(CO)c3c2=O)CC1	-3%
CS(=O)(=O)Oc1ccc2c(=O)c(-c3ccc(Cl)cc3)coc2c1	-8%
Cc1cccc(NC(=O)c2cc3c(s2)CCC3)c1C	17%
O=C(NCc1ccncc1)C1CN(C(=O)c2ccc(F)cc2)CC12CCOCC2 (stereo unspecified)	11%
CN(C)Cc1cc(C[C@@H]2C[C@H](NC(=O)Nc3ccccc3)C2(C)C)no1	22%[86.2 µM]
Cc1c(OS(C)(=O)=O)ccc2c3c(c(=O)oc12)CCCC3	-13%
COc1cc(=O)n2c(c1C(=O)N1CCN(c3ccccc3C)CC1)CCCC2	20%
COc1cccc(CNCC(O)COc2ccc(C(C)=O)cc2OC)c1 (stereo unspecified)	-1%
CN(C(=O)c1ccc2ncsc2c1)C1CCCCC1	14%
Cc1ccc2occ(CC(=O)N(Cc3ccc(N(C)C)cc3)C3CCS(=O)(=O)C3)c2c1 (stereo unspecified)	20%
CS(=O)(=O)c1ccccc1-c1nnc(NC(=O)c2ccc3c(c2)OCCO3)o1	?
O=C(Cc1c[nH]c2ncc(-c3cccc(CO)c3)cc12)N1CCOCC1	28µM*
CCCc1ccc(CN2CCCC(CCOC)(C(=O)O)C2)o1 (stereo unspecified)	-1%
(further entries)
SMILES	KDM5B inh
COCCNC(=O)CSc1nc2cc3c(cc2c(=O)n1CCCCCC(=O)NCc1ccc(OC)cc1)OCO3	13%
O=C1c2ccccc2C(O)(c2ccccc2)N1c1ccncc1 (stereo unspecified)	9%
COc1ccc(C)cc1NC(=O)Cn1nc(C(N)=O)c2ccccc2c1=O	-7%
Cc1ccc(NC(=O)Cn2c(=O)n(Cc3ccco3)c(=O)c3sc4ccccc4c32)c(C)c1	?
CC(C)n1ncc2c(C(=O)Nc3ccccc3)c3c(nc21)CCC3	10%
COc1ccc(NC(=O)Cn2cc(S(=O)(=O)N3CCC(C)CC3)c3ccccc3c2=O)cc1Cl	?
CC(=O)C1=C(C)Nc2ncnn2C1c1ccccc1 (stereo unspecified)	6%
CCCOc1ccccc1C1C(C(=O)Nc2ccccc2)=C(C)Nc2nnnn21 (stereo unspecified)	?
CN(C)C(=O)C1CCC(C)(C(=O)O)C1(C)CI (stereo unspecified)	-13%
COc1ccc(C(=O)OCc2nc(-c3ccc(F)cc3)no2)cc1S(=O)(=O)N1CCCC1	2%
Cc1cc(=O)n(CC(=O)Nc2ccc(C)c(Cl)c2)c(N2CCc3ccccc3C2)n1	-12%
CNC(=S)NNC(=O)c1ccccc1C	-6%
CCCCCn1c(NCCC)nc2c1c(=O)[nH]c(=O)n2C	-4%
c1cc(-c2cnn(CCN3CCOCC3)c2)ccc1OCCN1CCCC1	24%
CC1CCc2nc(NC(=O)Cc3ccc(Cl)cc3)sc2C1 (stereo unspecified)	-16%
